# TNAP act hi DEA – TNAP activators at high phosphate acceptor level, primary screen, biochemical, luminescence, uHTS; Alkaline phosphatase, tissue-nonspecific isozyme (Homo sapiens), P05186; purified TNAP, CDP-star luminescence, 1 M DEA, 30 min; hits give high values; 0 = EDTA background, 1 = DMSO-only activity; activation factor at 20 µM; 200,000 tested, under 10 active; AID 1136, 2008;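 active = activation factor at least 2 at 20 µM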
# Target sequence (P05186 whole entry, looked up): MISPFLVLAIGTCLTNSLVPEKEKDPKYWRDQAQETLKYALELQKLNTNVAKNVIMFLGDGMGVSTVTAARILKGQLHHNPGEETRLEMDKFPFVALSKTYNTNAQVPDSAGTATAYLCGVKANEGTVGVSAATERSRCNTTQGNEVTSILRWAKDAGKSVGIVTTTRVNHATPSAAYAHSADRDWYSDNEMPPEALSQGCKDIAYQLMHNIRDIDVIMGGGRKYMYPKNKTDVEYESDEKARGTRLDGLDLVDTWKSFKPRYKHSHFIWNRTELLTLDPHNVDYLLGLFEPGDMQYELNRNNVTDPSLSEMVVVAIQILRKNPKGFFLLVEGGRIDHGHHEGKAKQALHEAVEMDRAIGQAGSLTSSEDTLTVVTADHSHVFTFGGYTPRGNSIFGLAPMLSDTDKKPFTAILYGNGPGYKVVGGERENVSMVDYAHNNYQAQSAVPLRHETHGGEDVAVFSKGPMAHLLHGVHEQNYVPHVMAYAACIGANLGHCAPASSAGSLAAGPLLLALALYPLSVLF
#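 Control set: EDTA negative control, DMSO positive control / Assay system: human TNAP / Quantity: TNAP 1/800 final / Evaluation: TNAP activation factor scaled between EDTA and DMSO control wells / Measured by: luminescent substrate turnover signal / Compound dosing: one dose, 20 µM / Times: 30 min enzyme reaction at room temperature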
# SRC2 TRFRET art – TR-FRET signal artefacts, primary screen, artefact control for PPARgamma SRC-2 agonist project, biochemical. TR-FRET artefact counter-screen; hits give high values. TR-FRET ratio at 8 µM. hit rate 0.4% among 200,000; in the data active = TR-FRET ratio above about 2000; also: inactives centre near 1500
# TNAP inh hi DEA – human TNAP enzyme inhibitors, primary screen, biochemical, luminescent, high phosphate acceptor level, uHTS; purified TNAP, CDP-star luminescence, 1 M DEA; inhibition, % at 20 µM; hit rate 0.03% among 200,000; AID 1135, 2008;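 active = over 50% inhibition of tissue-nonspecific alkaline phosphatase at 20 µM in the single-dose screen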;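 also: plate controls were DMSO wells for no effect and EDTA-quenched wells as full inhibition for full effect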
# PPARg SRC-2 ag – agonists of PPARg-SRC-2 recruitment, primary screen, biochemical, HTS; Peroxisome proliferator-activated receptor gamma (Homo sapiens), P37231; PPARgamma LBD-SRC-2 recruitment; activation, % at 8 µM; hit rate 0.34% among 200,000; AID 1032, 2008; in the data active = activation above about 22%;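 also: 0% = vehicle and 100% = reference agonist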
# Target sequence (P37231 whole entry, looked up, the tested form may be a part): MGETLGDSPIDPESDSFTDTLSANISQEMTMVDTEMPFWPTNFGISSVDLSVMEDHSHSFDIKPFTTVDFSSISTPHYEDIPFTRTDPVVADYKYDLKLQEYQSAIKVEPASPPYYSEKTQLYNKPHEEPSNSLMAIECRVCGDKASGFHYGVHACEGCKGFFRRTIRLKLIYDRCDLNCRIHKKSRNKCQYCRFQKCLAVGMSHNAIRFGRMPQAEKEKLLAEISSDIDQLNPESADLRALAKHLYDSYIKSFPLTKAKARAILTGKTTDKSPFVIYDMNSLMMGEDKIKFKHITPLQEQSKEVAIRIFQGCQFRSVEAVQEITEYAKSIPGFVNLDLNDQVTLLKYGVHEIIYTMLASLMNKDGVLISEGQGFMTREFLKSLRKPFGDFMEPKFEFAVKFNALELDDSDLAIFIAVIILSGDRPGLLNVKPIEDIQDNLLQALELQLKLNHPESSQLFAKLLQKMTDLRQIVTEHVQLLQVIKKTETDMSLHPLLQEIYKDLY
# bIAP inhibitor – bovine intestinal alkaline phosphatase inhibitors, primary screen, selectivity assay for TNAP inhibitor project, biochemical, bovine IAP, CDP-star luminescence; 190,000 tested, under 10 active; AID 1019, 2008; alkaline phosphatase, intestinal [Bos taurus]; inhibition, % at 20 µM; purified bovine IAP, 30 min;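 active = over 50% inhibition of intestinal alkaline phosphatase at 20 µM in the single-dose screen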
#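 System: purified bovine intestinal alkaline phosphatase (IAP) enzyme; Input: IAP diluted 1/65,000,000 in the well; Measured by: CDP-star luminescence signal; Compound dosing: 20 µM single dose; Incubation: 30 min reaction at room temperature.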
# bIAP act – bovine intestinal alkaline phosphatase activators, primary screen, biochemical, bovine IAP, CDP-star luminescence | purified bovine IAP, 30 min; hits give high values; fold of DMSO-control signal, blank-subtracted | hit rate 0.17% among 200,000 | activation factor at 20 µM;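 active = activation factor of 2 or more at 20 µM, a signal rise over negative controls twice the positive control's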
# Efa HMGR inh – inhibitors of E. faecalis class II HMGR, primary screen, biochemical, Enterococcus faecalis. purified E. faecalis HMGR, NADPH absorbance 340 nm kinetic. inhibition, % at 10 µM. hit rate 0.41% among 190,000;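 active = inhibition above a set limit, the median over all tested compounds plus 3 SD, cut at about 9.5% in these data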;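 also: enzyme runs in reverse so mevalonate oxidation gives rising NADPH absorbance; 0% = complete reaction with DMSO and 100% = background rate lacking mevalonate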
# TNAP inh noacc – human TNAP enzyme inhibitors, primary screen, biochemical, luminescent, no phosphate acceptor, uHTS. Alkaline phosphatase, tissue-nonspecific isozyme (Homo sapiens), P05186. purified TNAP, CDP-star luminescence, 30 min. inhibition, % at 20 µM. AID 1012, 2008. hit rate 0.26% among 200,000;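 active = tissue-nonspecific alkaline phosphatase inhibition above about 50% at 20 µM in the single-dose screen, limit read from the data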;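 also: 0% = DMSO negative control and 100% = EDTA positive control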
# PPARg SRC1 recr – PPARgamma agonists recruiting SRC-1 coactivator, primary screen, biochemical | Peroxisome proliferator-activated receptor gamma (Homo sapiens), P37231 | AID 631, 2007 | hit rate 0.41% among 200,000 | PPARgamma-SRC-1 coactivator recruitment biochemical assay | activation, % at 8 µM; in the data active = activation above about 19%;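 also: 0% = DMSO and 100% = reference agonist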
# PPARg SRC3 recr – PPARgamma agonists recruiting SRC-3 coactivator, primary screen, biochemical | AID 731, 2007 | biochemical PPARgamma/SRC-3 coactivator recruitment assay | hit rate 0.26% among 200,000 | activation, % at 8 µM; in the data active = activation above about 23%;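 also: 0% = DMSO and 100% = reference agonist; some compounds past the cut are filed as inactive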
# Active calls of the source: *; · = not tested or not shown.
SMILES,TNAP act hi DEA,SRC2 TRFRET art,TNAP inh hi DEA,PPARg SRC-2 ag,bIAP inhibitor,bIAP act,Efa HMGR inh,TNAP inh noacc,PPARg SRC1 recr,PPARg SRC3 recr
CCCN(CCC)C(=O)C[n+]1cccc(/C=N/O)c1,1,1586,1.3,5.3,1.7,1,-2.4,-8.9,-1.6,-2.9
CCn1nccc1C(=O)Nc1cc(Cl)ccc1Cl,1,1513,-0.3,6.0,10.6,0.9,-1.6,-8.5,3.2,1.6
O=C(Cc1c(O)c2ccccc2[nH]c1=O)NC1CCCCCCC1,1,1443,-4.7,7.4,11.3,0.9,-1.0,-12.6,-3.1,0.4
COc1ccc(Br)cc1CN(C)CC(=O)Nc1cccc(S(N)(=O)=O)c1,0.9,1628,12.2,-0.5,1.1,1,6.2,11.7,6.1,6.0
CCN(c1ccc(C)c(C)c1)S(=O)(=O)c1ccc2c(c1)CCN2C(=O)CCC(=O)O,1.1,1678,-6.6,13.3,5.5,0.9,-4.9,-1.1,1.8,-0.1
COc1ccc(-c2cnnn2-c2ccc(N)cc2)cc1OC,1.1,1641,-5.1,6.7,-6.0,1.1,-4.0,-8.5,0.3,-2.1
CS(=O)(=O)N1CCCC(C(=O)NCc2ccco2)C1 (centres undefined),1,1504,1.0,-1.2,10.3,0.9,-1.4,-9.3,-2.8,4.2
CC(C)CCNC(=O)c1ccc(CS(=O)(=O)Cc2ccccc2F)o1,1,1499,-3.6,0.9,-20.0,1.2,-2.1,-14.1,-1.1,-0.2
CCOc1ccccc1OCC(=O)Nc1nc2ccccc2[nH]1,1.1,1478,-5.5,1.9,-50.4,1.5,0.2,-58.2,-3.4,-2.2
COc1ccc(F)cc1S(=O)(=O)N1CCCN(S(=O)(=O)c2cc(F)ccc2OC)CC1,1,1453,-4.1,0.4,3.8,1,3.2,-0.8,-3.0,4.1
CCCC(=O)Nc1nc2nc(-c3ccccc3)cc(=O)n2[nH]1,1.1,1581,-7.1,8.5,2.6,1,1.9,2.3,-0.8,2.5
COc1ccc(NS(=O)(=O)c2ccc(NC(=O)c3ccc(CN4CCOCC4)cc3)cc2)cc1,1,1442,3.3,-12.3,7.1,0.9,-4.9,-1.4,3.7,-0.8
C=CCNC(=O)COC(=O)c1oc2ccccc2c1CSC1CCCCC1,1,1437,-1.3,5.4,24.6,0.8,-3.4,-14.3,13.2,-7.9
CCCCCn1c(=O)[nH]c2cc(C(=O)NCCCN3CCCCC3)ccc2c1=O,1,1515,-1.1,6.6,7.0,0.9,-7.9,-2.8,-1.8,10.4
Cc1nc2ccccc2n1/N=C/c1cccnc1,1.1,1497,-9.7,3.3,7.9,0.9,-9.6,-8.4,7.0,6.2

# In a second layout: 2 of the compounds above
compound	TNAP act hi DEA	SRC2 TRFRET art	TNAP inh hi DEA	PPARg SRC-2 ag	bIAP inhibitor	bIAP act	Efa HMGR inh	TNAP inh noacc	PPARg SRC1 recr	PPARg SRC3 recr
CCCCCn1c(=O)[nH]c2cc(C(=O)NCCCN3CCCCC3)ccc2c1=O	1	1515	-1.1	6.6	7.0	0.9	-7.9	-2.8	-1.8	10.4
CS(=O)(=O)N1CCCC(C(=O)NCc2ccco2)C1 (centres undefined)	1	1504	1.0	-1.2	10.3	0.9	-1.4	-9.3	-2.8	4.2

# Back to the main list; the two compounds before the break are reprinted first.
SMILES,TNAP act hi DEA,SRC2 TRFRET art,TNAP inh hi DEA,PPARg SRC-2 ag,bIAP inhibitor,bIAP act,Efa HMGR inh,TNAP inh noacc,PPARg SRC1 recr,PPARg SRC3 recr
CCCCCn1c(=O)[nH]c2cc(C(=O)NCCCN3CCCCC3)ccc2c1=O,1,1515,-1.1,6.6,7.0,0.9,-7.9,-2.8,-1.8,10.4
Cc1nc2ccccc2n1/N=C/c1cccnc1,1.1,1497,-9.7,3.3,7.9,0.9,-9.6,-8.4,7.0,6.2
Cc1cccc(OCCNc2cc(N3CCN(C)CC3)ccc2[N+](=O)[O-])c1,0.8,1534,15.0,2.1,-12.4,1.1,1.1,5.6,2.3,4.3
Cc1csc(SCC(=O)N2CCN(S(=O)(=O)c3ccc(Cl)cc3)CC2)n1,1.1,1436,-10.6,-3.8,10.7,0.9,3.3,-8.7,1.4,4.5
CCOC(=O)c1c(CSc2cccs2)n(C)c2cc(Br)c(O)c(CN(C)C)c12,1,1596,-4.7,-1.1,-12.8,1.1,-3.8,1.7,-8.3,0.6
CCCc1nn(C)c(C(=O)Nc2cccc(C)c2)c1Cl,1,1562,-3.3,-0.4,6.0,0.9,-5.2,-19.3,4.3,-3.4
N/C(=N\OC(=O)COc1ccc(Br)cc1Cl)c1ccccn1,1,1664,-4.2,5.0,0.3,1,-3.9,-7.6,9.3,4.1
Cc1cc(C)nc(NCC(O)CNc2ccccc2C)n1 (centres undefined),1.1,1530,-5.7,5.9,-0.8,1,-1.9,2.2,3.0,-7.8
O=C(Nc1ccccc1)N1CCC(n2c(=O)[nH]c3ccccc32)CC1,1.1,1742,-5.5,-0.1,0.8,1,-0.3,-13.6,3.5,10.9
COc1ccc(N2C(=O)C3ON(C4SC(=S)N(C)C4(C)C)C(c4ccc([N+](=O)[O-])cc4)C3C2=O)cc1 (centres undefined),1,1564,-0.7,9.5,12.2,0.9,2.9,-6.8,3.1,2.6
Nc1nc(CN2CCC(Cc3ccccc3)CC2)nc(Nc2ccccc2)n1,1.1,1669,-8.7,7.0,5.7,0.9,0.5,-15.5,-1.0,10.9
Cc1ccc(O)c(C(=O)c2cnc3c(c2)CN(C)C(=O)N3)c1,1,1399,4.4,-7.0,12.1,0.9,1.5,12.7,-5.0,-1.2
COC(=O)CN(c1ccccc1)S(=O)(=O)c1ccccc1,1.1,1656,-6.7,2.1,12.3,0.9,·,-16.6,2.0,-3.9
O=C(Nc1nnc(-c2ccncc2)o1)c1ccccc1,1,1654,-1.8,5.6,-14.7,1.1,-7.5,-0.7,1.6,6.1
CCn1c(SCC(=O)C(C)(C)C)nnc1-c1ccccc1OC,1,1582,-4.0,-3.4,3.4,1,1.2,-8.5,-0.2,-12.3
CC(=O)c1cccc(NC(=O)N2CCCC2C(=O)Nc2cccc(C)c2)c1 (centres undefined),1.1,1521,-8.4,-1.1,9.0,0.9,4.0,-8.5,5.5,-1.2
O=C(Nc1ccccn1)NC1CCS(=O)(=O)C1 (centres undefined),1,1566,-1.4,3.6,2.8,1,-6.8,-7.3,0.6,8.8
O=C(NCc1ccc(N2CCCC2=O)cc1)c1cnccn1,1,1479,2.3,4.6,9.5,0.9,-0.4,-15.0,2.6,1.4
COc1ccc(OC)c(NC(=O)COC(=O)c2c3c(nc4ccccc24)CCCC3)c1,1.1,1585,-7.3,6.8,19.1,0.8,-5.5,-5.0,0.5,11.0
c1coc(-c2nc3ccccc3nc2-c2ccco2)c1,1,1397,1.7,9.2,6.6,0.9,1.7,4.0,-2.7,4.9
CCOC(=O)N1CCN(C(=O)C2CCN(S(C)(=O)=O)CC2)CC1,1,1486,-3.4,-0.7,4.9,1,0.0,-9.6,-4.8,1.1
COc1ccc(-c2cn3c4c(sc3n2)CCCC4)cc1,1,1502,-3.8,3.0,5.3,0.9,0.6,-10.1,-1.4,-3.4
O=C(Nc1ccccc1N1CCN(C(=O)c2ccc(Cl)cc2)CC1)c1cc(Br)ccc1Cl,1,1461,-3.1,-0.1,8.1,0.9,-3.4,-6.6,7.6,-4.5
O=C(NCc1ccccc1)C1CCN(S(=O)(=O)c2cc([N+](=O)[O-])ccc2Cl)CC1,1,1346,2.0,-3.7,8.6,0.9,0.4,-12.0,0.0,0.0
CC(C)CNC(=O)c1cc(-c2ccco2)on1,1,1805,-0.9,3.8,1.6,1,0.0,-5.2,0.6,2.2
O=C1/C(=C/c2cccs2)SC(=S)N1c1ccccc1,1,1657,-2.9,0.7,17.9,0.8,-0.4,-6.9,-2.3,7.1
CCCCc1nc2ccccc2c(C(=O)O)c1C,1,1462,-4.5,5.0,17.3,0.8,-0.9,-14.2,4.0,5.7
O=C(O)c1cccc(N/N=C/c2cn(-c3ccccc3)nc2-c2cccs2)c1,1,1417,0.5,-1.4,-8.9,1.1,-11.4,-5.3,1.7,2.0
O=C1c2ccncc2C(=O)N1C1CCCCC1,1.1,1445,-5.9,-2.6,3.4,1,3.4,-0.7,-4.2,-5.2
COc1cccc(S(=O)(=O)Nc2cccc(C(=O)N3CCCCCC3)c2)c1,1.1,1481,-6.0,-8.3,6.1,0.9,0.9,-7.7,8.1,1.1
CN(CCc1ccccn1)C(=O)CCC1CCCN(C(=O)c2n[nH]c3c2CCCC3)C1 (centres undefined),1,1580,-4.4,8.3,-6.1,1.1,0.7,70.0*,3.8,-1.8
CCOc1cc(C)c(S(=O)(=O)NC2CC(C)(C)NC(C)(C)C2)cc1C,1,1579,-3.4,-1.0,-7.5,1.1,-2.5,-9.0,6.9,2.3
COc1cccc(C(=O)C2CCCN(C(=O)c3ccc(C#CC(C)(C)O)cc3)C2)c1 (centres undefined),1.1,1484,-6.0,4.5,-3.7,1,0.1,-9.0,-4.2,2.6
CCO[C@H]1OC(C(=O)N2CCN(Cc3ccccc3)CC2)=C[C@@H](C2CCCCC2)[C@@H]1CCCO,1,1564,-1.5,-3.3,-20.8,1.2,-5.0,-3.1,2.5,1.9
N#CCC(=O)Nc1ccc(C(=O)OCC(=O)Nc2ccccc2Sc2ccccc2)cc1,1,1565,-2.3,7.8,11.0,0.9,3.5,-5.6,5.8,-3.0
CCc1cc2c(NCC3CCCO3)ncnc2s1 (centres undefined),1,1812,-3.7,-0.8,11.2,0.9,2.0,-11.2,1.0,-2.1
CC(=O)c1ccc(S(=O)(=O)Nc2ccc(-c3ccc4nnc(C)n4n3)cc2)cc1,1,1457,-1.6,0.5,-5.2,1.1,-7.9,-4.7,1.1,0.1
O=C1C=C(Nc2ccc(Cl)cc2)CC(c2ccccc2)C1 (centres undefined),1,1424,-1.6,3.3,19.5,0.8,-1.1,-9.5,8.2,-1.0
CC(C)(C)OC(=O)N1CCC(c2cc(=O)n3[nH]c(-c4ccc(Cl)cc4)cc3n2)CC1,1,1692,-4.1,-2.8,-5.3,1.1,-2.8,-9.9,2.3,5.5
CCC(=O)NNc1nc2c(Cl)cccc2s1,1.1,1500,-6.6,7.3,-48.0,1.5,-3.6,-151.4,-4.9,2.5
CCOC(=O)c1c(C)c(C(=O)NCCc2ccccc2)c(C)n1C,1,1640,-4.0,-6.3,0.2,1,-4.0,-14.9,1.0,6.5
O=C(Nc1ccncc1)C1CCCN(S(=O)(=O)c2cccc3cccnc23)C1 (centres undefined),1,1525,0.6,8.3,10.8,0.9,-6.8,-11.1,5.4,9.7
NS(=O)(=O)c1ccc(NC(=O)CSc2ccccc2)cc1,1,1566,-2.8,-1.8,-9.6,1.1,-4.2,-7.0,-6.0,0.1
